BH1578 lux ind: quorum light induction in luxS cqsA deficient V. cholerae; activation, % at 18.7 µM; AID 588436; 350,000 compounds, 0.16% hits; V. cholerae BH1578 lux reporter, luminescence, 6 h; in the data active = activation mostly above about 9.7%, no sharp cut-off; also: not every result past the cut was called active; inactives centre near 0; reference of the scale not given here
GDH-TPI counter: inhibits GDH-TPI coupling enzymes, artifact for Mtb FBA screen; inhibition, % at 4.8 µM; 360,000 compounds, 1.2% hits; GDH-TPI coupled enzyme counterscreen, NADH absorbance; AID 588335; in the data active = inhibition above about 30%;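 also: 0% = DMSO wells and 100% = wells lacking the enzyme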
UGM FP inh: inhibitors of M. tuberculosis UDP-galactopyranose mutase | P9WIQ1 | purified UGM, fluorescence polarization probe displacement | inhibition, % at 10 µM | 320,000 compounds, 0.06% hits; in the data active = inhibition above about 10%, passing the limit was not always enough
Target sequence (P9WIQ1 whole entry, looked up): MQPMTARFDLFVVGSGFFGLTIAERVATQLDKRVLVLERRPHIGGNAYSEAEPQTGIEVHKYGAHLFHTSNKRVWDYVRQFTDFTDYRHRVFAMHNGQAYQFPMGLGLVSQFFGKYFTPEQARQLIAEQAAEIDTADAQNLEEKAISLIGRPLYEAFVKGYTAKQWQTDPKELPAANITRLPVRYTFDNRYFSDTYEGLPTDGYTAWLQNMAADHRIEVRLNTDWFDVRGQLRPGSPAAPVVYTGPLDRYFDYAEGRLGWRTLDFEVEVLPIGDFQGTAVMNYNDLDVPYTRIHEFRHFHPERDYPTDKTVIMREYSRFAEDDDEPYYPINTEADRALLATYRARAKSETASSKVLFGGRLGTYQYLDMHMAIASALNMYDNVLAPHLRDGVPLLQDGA
Mtb BioA inh: BioA (M. tuberculosis) enzyme inhibition. inhibition, % at 9.99 µM. 360,000 compounds, 0.096% hits. AID 602481. purified M. tuberculosis BioA enzyme, plate reader; in the data active = inhibition above about 40%
FadD28 binding: blocks FadD28 binding to the bisubstrate probe; 360,000 compounds, 0.22% hits; fluorescence polarization; inhibition, % at 12.5 µM; in the data active = inhibition above about 8.5%, passing the limit was not always enough
TcdB inh: inhibitors of Clostridioides difficile toxin B glycohydrolase; TcdB glycohydrolase enzymatic assay, plate reader; 350,000 compounds, 0.24% hits; P18177; inhibition, % at 9.99 µM; in the data active = inhibition above about 10%
PfHsp40 rescue: compounds rescuing yeast from Plasmodium falciparum HSP40 toxicity; S. cerevisiae expressing PfHsp40, growth rescue, ATP luminescence; growth rescue, % at 12.5 µM; 340,000 compounds, 0.68% hits; AID 504582; in the data active = growth rescue above about 28%, passing the limit was not always enough;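 also: yeast W303a lacking pdr1 and pdr3 grown in galactose medium; growth measured after three days at 30 °C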
FBA Mtb inh: inhibits M. tuberculosis FBA enzyme; P9WQA3; inhibition, % at 1 µM; 360,000 compounds, 2.3% hits; purified M. tuberculosis FBA, fluorescence read-out; in the data active = inhibition above about 27%;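 also: 0% = vehicle and 100% = reference inhibitor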
Target sequence (P9WQA3 whole entry, looked up): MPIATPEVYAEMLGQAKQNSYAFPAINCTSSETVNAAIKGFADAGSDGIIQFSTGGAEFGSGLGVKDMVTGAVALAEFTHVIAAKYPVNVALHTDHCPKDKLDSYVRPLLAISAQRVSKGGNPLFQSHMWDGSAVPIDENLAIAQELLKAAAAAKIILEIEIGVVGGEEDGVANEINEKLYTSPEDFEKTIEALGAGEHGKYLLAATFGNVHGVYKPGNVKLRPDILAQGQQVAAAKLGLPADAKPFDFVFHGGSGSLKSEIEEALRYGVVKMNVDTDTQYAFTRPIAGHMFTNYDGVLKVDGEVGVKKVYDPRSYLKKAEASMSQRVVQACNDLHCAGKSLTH
Yp Topo-I inh: Y. pestis Topo-I inhibition via cleavage products; activity, % at 10 µM; 360,000 compounds, 0.064% hits; Y. pestis Topo-I cleavage product accumulation, plate reader; AID 504884; in the data active = activity above about 50%, passing the limit was not always enough; also: inactives centre near 2
Starred values were filed as active, the others as inactive; i = inactive; / = no result given; & = joins results of further samples.

SMILES	BH1578 lux ind	GDH-TPI counter	UGM FP inh	Mtb BioA inh	FadD28 binding	TcdB inh	PfHsp40 rescue	FBA Mtb inh	Yp Topo-I inh
Cc1cc2nc(C(C)(C)C)cc(N)n2n1	i	-2	-1.9	3.0	-1.9	-0.6	0.4	10	4
[2H]c1c([2H])c([2H])c(C(=O)c2sc(N3CCCCCC3)nc2-c2ccccc2)c([2H])c1[2H]	i	10	0.5	-0.8	-1.8	/	-0.9	6	47
CC(=O)Nc1ccccc1-c1nnn(CC(=O)Nc2ccc3c(c2)OCCO3)n1	i	-3	0.2	-1.0	0.2	0.5	-0.9	1	9
CN(N)N=Nc1nc2c([nH]1)c(=O)n(C)c(=O)n2C	-0.3	3	-2.0	/	0.5	-0.5	0.9	7	0
O=C(CN1CCCCC1)c1ccc(F)cc1	-0.4	11	0.6	/	-1.4	0.9	-0.6	1	-1
N#Cc1nnn(-c2cc(Cl)cc(Cl)c2)c1N	-0.3	-3	-1.3	/	-4.1	1.6	-1.1	2	-8
COc1cccc(C(=O)NNC(=O)C(=O)Nc2ccc(C)cc2)c1	-0.4	16	0.1	-0.1	-1.9	2.0	0.0	-1	-2
OCCC1CN(C/C(Cl)=C/c2ccccc2)CCN1C1CCCC1 (centres undefined)	-0.8	1	0.1	/	-2.2	-1.0	-2.9	-1	4
COc1c(C(=O)NNC(=O)c2ccccc2Cl)csc1Br	-0.4	2	-1.8	/	0.8	2.6	-0.6	2	-2
CCOC(=O)c1c(NC(=O)CCN2CCOCC2)sc2c1CC(C)(C)OC2	-0.3	3	-2.0	/	-2.1	/	-0.4	-1	5
COc1ccccc1N1CCN(C(=O)C(NS(=O)(=O)c2cccs2)c2ccccc2)CC1 (centres undefined)	-0.4	13	-0.2	-11	-0.6	/	0.8	-1	33
COc1ccc(-c2cc(CNc3nc(NCc4ccccc4OC)nc4ccsc34)on2)cc1	-0.6	2	/	-0.3	-5.1	0.0	/	0	1
O=C(CCN1CCN(c2ccccc2)CC1)N/N=C/c1ccc(O)c(O)c1O	-0.3	9	/	-2.1	1.2	-0.8	13	-3	-3
C[C@@H]1CN([C@@H](C)CO)C(=O)c2cccc(NC(=O)C3CCOCC3)c2O[C@H]1CN(C)S(=O)(=O)c1ccc(Cl)cc1	1.3	3	0.9	-1.8&0.1	-3.3	-0.1&1.5	1.2	-2	11
O=C(CN1C(=O)S/C(=C\c2ccccc2Cl)C1=O)NCCCn1ccnc1	0.1	35*	4.8	0.0	0.3	4.0	1.9	3	12
COC(=O)Cc1c(C)c2ccc(OCC(=O)N(C)C3CCS(=O)(=O)C3)cc2oc1=O (centres undefined)	i	17	-0.9	0.3	-2.3	-1.2	6.3	114*	0
CCOC(=O)C(O)(c1ccc(N(C)C(=O)COc2ccccc2)cc1)C(F)(F)F (centres undefined)	11	4	-1.5	-0.8	1.1	/	2.0	2	11
C#CCOCCOCCOCCNc1nc(N2CCN(C(=O)[C@H](CCCCN)n3cc(CN)nn3)CC2)nc(N2CCN(C(=O)[C@H](CCC(=O)O)n3cc([C@@H](N)CCCCN)nn3)CC2)n1	i	3	-1.5	-1.0	-3.8	1.1	-1.8	-1	-16
CC(C)n1cc(CN2CCC(Oc3ccc(C(=O)N4CCCCC4)cc3)CC2)cn1	-0.8	-1	-1.8	-0.4	0.9	1.7	-0.7	-1	25
COc1ccccc1NC(=O)c1cc(S(=O)(=O)N2CCCC2)cn1C	-0.2	12	1.6	-1.6	1.0	0.3	-0.4	0	5
CCOC(=O)C1CCN(Cc2nc3ccc(Cl)cc3n2CCO)CC1	-1.3	-7	-0.2	2.0	-2.7	/	-0.1	1	-4
S=C(NC1CCCCC1)N1CCn2cccc2C1c1cccnc1 (centres undefined)	-0.3	1	-1.4	/	-2.2	1.4	0.3	1	6
O=C(Nc1ccccc1Cl)Nc1cccc2cccnc12	-0.6	10	-1.6	-2.3	-1.5	1.0	0.5	2	-4
Cc1ccc(C(=O)N/C(=C\c2ccc(-c3ccccc3[N+](=O)[O-])o2)C(=O)NCCCN2CCOCC2)cc1	-0.2	20	0.7	-0.7	-1.7	0.4	0.9	0	-11
COc1ccc(CC(=O)NCc2nnc(SCc3ccc(C)cc3)n2C)cc1	-0.3	5	0.0	/	-0.3	0.2	0.0	-3	19
O=C(CSc1nnc(CNc2ccc(F)cc2)n1Cc1ccco1)N1CCOCC1	-2.2	4	0.6	4.0	-1.5	/	-0.7	0	-12
COc1ccc(NC(=O)c2cc3ccccc3oc2=O)cc1	i	11	/	-1.5	0.1	0.6	/	0	4
O=C(Cc1c(O)c2ccccc2[nH]c1=O)NC1CCCCCC1	-0.3	-5	-0.4	/	-1.4	/	0.0	19	-1
Cc1cccc(CC2(O)C(=O)Nc3ccccc32)n1 (centres undefined)	-1.1	6	/	/	-0.4	0.8	0.0	1	6
COc1ccc(C(=O)Nc2ccc3c(c2)nc(CCNC(C)=O)n3C)cc1	1.2	-4	-1.7	1.1	-1.9	/	0.3	4	3
CC(C)OC(=O)c1ccc(COC(=O)CNC(=O)c2ccco2)cc1	i	2	3.5	-0.4	-3.2	-5.0	-1.0	-2	-7
Cc1cccc(N2C(=O)CC(N3CCC(c4nc5ccccc5[nH]4)CC3)C2=O)c1 (centres undefined)	-0.3	0	1.1	1.9	-0.1	/	1.5	3	3
CCCCN1CC(COCc2ccccc2)Oc2ccccc2S1(=O)=O (centres undefined)	1.1	0	/	-1.4	-1.1	1.4	0.6	-1	47
CC(NC(=O)c1cccs1)c1nnc(SCc2ccc(Cl)cc2Cl)n1C (centres undefined)	i	3	-3.7	-1.1	-1.3	0.0	-0.2	0	11
CN1CCN(CC(=O)Nc2ccccc2Oc2ccccc2)CC1	i	-5	0.3	1.5	-0.2	-0.3	0.5	2	2
C=CCSc1nc(C)c(CCC(C)C)c(=O)[nH]1	-1.6	-7	-2.3	/	-4.8	-0.6	1.0	-4	10
COc1ccc(NC(=O)C2CC(c3ccc(Cl)cc3)=NO2)cc1OC (centres undefined)	i	-6	0.3	-2.3	1.1	-8.1	-0.6	4	6
CSc1ccccc1NC(=O)COC(=O)c1cnc(C)cn1	-2.1	0	-0.1	1.2	0.0	0.0	-0.1	0	11
O=C1CC=C2C3CC4N(CCC45c4cc(O)c(O)cc4N1C25)CC3=CCBr (centres undefined)	i	-5	/	/	-2.9	-25	-0.4	-1	-20
Cc1cc(C)c2sc(N(CCN(C)C)C(=O)c3c(F)cccc3F)nc2c1	-0.4	9	-1.6	1.1	-15	1.2	-1.2	-2	11
CCC(CC)COC(=O)C(C#N)c1nc2ccccc2nc1N1CCOCC1 (centres undefined)	i	13	0.4	-0.6	-0.5	/	0.3	-6	6
Cc1cccc(CCNS(=O)(=O)c2cnc[nH]2)c1	i	-2	-2.1	-0.8	-1.6	0.8	0.7	-1	4
O=C(NCCN1CCOCC1)C1CC(=O)N(c2ccc(F)cc2)C1 (centres undefined)	-0.3	-1	-0.4	-1.0	1.0	-0.9	-0.5	-2	-1
Cn1c(=O)[nH]c(=O)c2c1nc(N/N=C/c1cccnc1)n2Cc1ccc(Cl)cc1	i	-1	-5.6	0.6	-0.8	-3.2	/	2	2
CN(CC(=O)Nc1ccc(N2CCOCC2)cc1)C(=O)C1CCCC1	i	-2	0.3	-0.7	-3.3	1.2	-1.5	-5	-9
Cn1nnnc1SCC(=O)c1ccc2c(c1)OCCO2	1.9	2	-0.7	1.8	-0.4	0.4	0.6	0	2
CC1(C)CC(=O)C2=C(C1)N(c1ccccc1)C(N)=C(C#N)C2c1ccccc1 (centres undefined)	-0.3	12	0.1	2.2	-2.0	/	0.9	3	-4
Cn1nc(-c2ccc(Cl)cc2)c2cc(C(=O)N3CCN(C(=O)c4ccco4)CC3)sc21	-0.2	13	0.4	1.0	-1.7	1.8	-0.4	1	15
Cc1cc(C)nc(NC(=NCCc2c[nH]c3ccccc23)NC(=O)c2ccco2)n1	-0.2	-3	-2.3	/	-3.1	/	-0.3	-1	27
CC1CCN(C(=O)C2CCN(S(=O)(=O)N3CCC4(CC3)OCCO4)CC2)CC1	-0.3	-1	-0.7	-1.6	-2.3	1.7	0.4	-2	-4
CCN1C(=O)CC(c2ccco2)Sc2ccccc21 (centres undefined)	i	21	1.3	-0.9	0.6	/	0.0	5	10
O=S(=O)(Nc1ccccn1)c1ccc(C2CCCCC2)cc1	-0.1	12	-0.4	-1.4	-1.8	/	0.4	6	7
O=C(c1ccccc1Cl)N1CCN(c2ccccn2)CC1	i	-5	-1.2	-0.4	-4.9	/	0.8	6	6
O=C(CSc1ncn[nH]1)c1cccc([N+](=O)[O-])c1	i	8	0.7	/	-0.4	-0.4	-0.5	-3	5
CCOC(=O)Cc1nnc(Nc2cccc(C)c2)c2ccccc12	i	22	0.5	/	-1.8	/	-0.1	0	2
C=CC[n+]1c(-c2ccc(C)cc2)csc1Nc1c(C)n(C)n(-c2ccccc2)c1=O	-0.3	-9	5.2	0.9	-0.9	-30	0.4	-2	41
CCN(CC)CCn1c(=S)[nH]c2cc(C(=O)N3CC(C)CC(C)C3)ccc2c1=O (centres undefined)	-0.3	1	1.2	-0.6	-2.2	3.0	0.7	3	9
Cc1ccccc1OCc1nnc(SCC(=O)Nc2c(C)n(C)n(-c3ccccc3)c2=O)n1-c1ccccc1	-0.2	0	-2.9	/	-5.6	1.9	0.0	0	24
Cc1ccc(S(=O)(=O)/N=C(/Nc2ccc([N+](=O)[O-])cc2)c2ccccc2)cc1	-0.3	27	-0.3	/	-0.2	1.2	1.0	-2	5
Cc1ccc(S(=O)(=O)N2CCN(S(=O)(=O)N3CCOCC3)CC2)cc1	4.5	4	-1.0	-4.0	-0.4	/	-0.2	1	-1
CCOc1cc(C(=O)N(C)Cc2cc3ccccc3[nH]c2=O)cc(OCC)c1OCC	-0.5	16	1.7	-1.0	-0.4	/	0.7	2	3
CSc1ncc(CN2CCN(C3CCCC3)C(CCO)C2)cn1 (centres undefined)	-0.8	1	0.6	/	-3.2	0.6	-1.6	-3	4

Structural class, the entries above with an aryl thioether with sulfur outside any ring (9)
SMILES	BH1578 lux ind	GDH-TPI counter	UGM FP inh	Mtb BioA inh	FadD28 binding	TcdB inh	PfHsp40 rescue	FBA Mtb inh	Yp Topo-I inh
COc1ccc(CC(=O)NCc2nnc(SCc3ccc(C)cc3)n2C)cc1	-0.3	5	0.0	/	-0.3	0.2	0.0	-3	19
O=C(CSc1nnc(CNc2ccc(F)cc2)n1Cc1ccco1)N1CCOCC1	-2.2	4	0.6	4.0	-1.5	/	-0.7	0	-12
CC(NC(=O)c1cccs1)c1nnc(SCc2ccc(Cl)cc2Cl)n1C (centres undefined)	i	3	-3.7	-1.1	-1.3	0.0	-0.2	0	11
C=CCSc1nc(C)c(CCC(C)C)c(=O)[nH]1	-1.6	-7	-2.3	/	-4.8	-0.6	1.0	-4	10
CSc1ccccc1NC(=O)COC(=O)c1cnc(C)cn1	-2.1	0	-0.1	1.2	0.0	0.0	-0.1	0	11
Cn1nnnc1SCC(=O)c1ccc2c(c1)OCCO2	1.9	2	-0.7	1.8	-0.4	0.4	0.6	0	2
O=C(CSc1ncn[nH]1)c1cccc([N+](=O)[O-])c1	i	8	0.7	/	-0.4	-0.4	-0.5	-3	5
Cc1ccccc1OCc1nnc(SCC(=O)Nc2c(C)n(C)n(-c3ccccc3)c2=O)n1-c1ccccc1	-0.2	0	-2.9	/	-5.6	1.9	0.0	0	24
CSc1ncc(CN2CCN(C3CCCC3)C(CCO)C2)cn1 (centres undefined)	-0.8	1	0.6	/	-3.2	0.6	-1.6	-3	4

Screening data deposited in PubChem by several laboratories.
